Screens as filed in PubChem BioAssay.
D2 agonist = HTS Assay for Allosteric Agonists of the Human D2 Dopamine Receptor: Primary Screen for Agonists; HEK293 T-REx D2 cells, calcium flux agonist mode; activation, % at 2 µM; 340,000 compounds, 0.53% hits; AID 485358, 2010;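 active means activation over 3 SD above normal in the single-dose calcium agonist read, cut at about 30% in these data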; further: 0% is about no effect
Target sequence (P14416 whole entry, looked up): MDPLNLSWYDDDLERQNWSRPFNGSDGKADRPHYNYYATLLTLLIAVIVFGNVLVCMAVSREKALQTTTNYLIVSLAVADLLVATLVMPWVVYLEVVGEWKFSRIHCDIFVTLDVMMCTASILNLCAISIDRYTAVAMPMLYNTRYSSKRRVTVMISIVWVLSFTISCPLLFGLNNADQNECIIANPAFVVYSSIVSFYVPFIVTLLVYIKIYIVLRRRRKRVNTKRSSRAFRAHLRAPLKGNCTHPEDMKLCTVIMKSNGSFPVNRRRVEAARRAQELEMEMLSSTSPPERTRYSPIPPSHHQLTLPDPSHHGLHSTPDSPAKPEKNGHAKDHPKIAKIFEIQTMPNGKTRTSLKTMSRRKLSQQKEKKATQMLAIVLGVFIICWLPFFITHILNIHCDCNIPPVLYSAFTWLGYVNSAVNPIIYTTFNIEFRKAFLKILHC
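In this primary screen, compounds producing a positive calcium signal within 180 s of addition to tetracycline-induced, force-coupled HEK293 Trex D2 cells are flagged; cells are dye-loaded with a no-wash calcium kit beforehand.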
TrxR1 substrate = qHTS Assay for Substrates of Mammalian Selenoprotein Thioredoxin Reductase 1 (TrxR1): qHTS; Thioredoxin reductase 1, cytoplasmic (Rattus norvegicus), O89049; purified TrxR1 substrate turnover, NADPH consumption readout; Potency, µM (titrated, usually from 114 µM), without a hit: at the top dose activity change, negative = substrate turnover; 390,000 compounds, 0.01% hits; further: potency means the concentration at half of the fitted maximal effect; on the % scale 0 is the no-effect control and ±100 the full control effect; nearly all actives have a fitted effect of over 50% in size
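Rat TrxR1, dispensed at 90 nM, was prereduced with 400 uM NADPH (final) for 5 min at ~22 deg C, then incubated with compound 15 min before 400 uM selenite. A first-read NADPH fluorescence drop versus no-compound background flagged substrates.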
D2 antag = HTS Assay for Allosteric Antagonists of the Human D2 Dopamine Receptor: Primary Screen for Antagonists; AID 485344, 2010; inhibition, % at 10 µM; HEK293 TREx D2 cells, calcium flux, dopamine EC80; 340,000 compounds, 2% hits; in the data active means inhibition above about 30%; further: 0% is about no effect
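Antagonism is scored as inhibition of an EC80 dopamine-evoked calcium signal in a force-coupled, tetracycline-inducible HEK293 T-REx D2 line, with compound present 180 s before agonist.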
Pin1 inhibitor = qHTS Assay to Find Inhibitors of Pin1 | Peptidyl-prolyl cis-trans isomerase NIMA-interacting 1 (Homo sapiens), Q13526 | Potency, µM (series often up to 115 µM), without a hit: at the highest dose activity, negative = inhibition, most hits filed as inhibitors | 390,000 compounds, 0.009% hits | Pin1 FP peptide displacement, HiFluor488, 10 min; active means well fitted inhibition curve with a large enough effect in the polarisation, with a control signal flat, not every such curve was filed as active; inconclusive means small, poorly fitted or top-dose-only effect, or effect the other way, or a change in a side signal; inactive means no such curve, though single readings can be large or run the other way; the % refers to the polarisation; further: potency means the concentration at half of the fitted maximal effect; on the % scale 0 is the no-effect control and ±100 the full control effect
Target sequence (Q13526 whole entry, looked up): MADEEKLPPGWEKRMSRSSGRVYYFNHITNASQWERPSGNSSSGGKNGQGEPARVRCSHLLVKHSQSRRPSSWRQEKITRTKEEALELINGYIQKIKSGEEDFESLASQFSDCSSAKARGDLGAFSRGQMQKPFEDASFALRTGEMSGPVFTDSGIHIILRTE
TRHR enhancer = qHTS for Small Molecule Agonists and Allosteric Enhancers of Human TRH Receptor: Primary Screen for Enhancers. enhancement, % at 2 µM. TRHR cells, fluo-8 calcium fluorescence, EC20 TRH enhancement. AID 493056, 2011. Thyrotropin-releasing hormone receptor (Homo sapiens), P34981. 360,000 compounds, 0.66% hits; in the data active means enhancement above about 30%; further: 0% is about no effect
Target sequence (P34981 whole entry, looked up): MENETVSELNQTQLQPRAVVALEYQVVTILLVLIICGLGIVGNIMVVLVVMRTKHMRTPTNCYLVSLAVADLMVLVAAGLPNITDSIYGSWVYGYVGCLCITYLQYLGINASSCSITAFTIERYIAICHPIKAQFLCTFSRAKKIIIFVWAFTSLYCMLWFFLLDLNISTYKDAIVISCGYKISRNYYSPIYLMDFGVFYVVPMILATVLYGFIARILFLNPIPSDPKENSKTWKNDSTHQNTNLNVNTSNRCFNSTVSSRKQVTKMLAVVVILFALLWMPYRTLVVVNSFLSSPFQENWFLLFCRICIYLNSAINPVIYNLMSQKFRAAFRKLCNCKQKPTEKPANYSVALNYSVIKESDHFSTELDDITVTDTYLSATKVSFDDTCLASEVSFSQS
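Enhancer read-out: after compound pinning and an initial kinetic agonist-mode read, an EC20 of TRH (10 nM final) was injected and fluo-8 calcium signal (Ex 480/Em 530) followed at 1 s/cycle for 100 cycles in TRHR-expressing cells.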
TRHR agonist = qHTS for Small Molecule Agonists and Allosteric Enhancers of Human TRH Receptor: Primary Screen for Agonists; TRHR cells, calcium flux fluo-8, FDSS agonist mode; Thyrotropin-releasing hormone receptor (Homo sapiens), P34981; activation, % at 2 µM; 360,000 compounds, 0.18% hits; in the data active means activation above about 30%; further: 0% is about no effect
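TRHR-expressing cells, plated overnight in medium with 10% serum, were loaded with fluo-8 calcium dye at room temperature. After a 10 s baseline, library compound was pin-added and calcium release was recorded kinetically (ex 480/em 530) as agonist response.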
USP1 inh = Inhibitors of USP1/UAF1: Primary Screen | recombinant USP1/UAF1, Ub-Rhodamine cleavage fluorescence | Potency, µM (titrated, usually from 57.1 µM), without a hit: at the top dose activity change, negative = inhibition, actives largely listed as inhibitors | 390,000 compounds, 0.23% hits; further: potency means the concentration at half of the fitted maximal effect; on the % scale 0 is the no-effect control and ±100 the full control effect; nearly all actives have a fitted effect of over 60% in size; inactives centre near -12
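High-throughput fluorogenic screen: 1nM USP1/UAF1 complex, Ub-Rho substrate 150nM final, 50mM HEPES pH 7.8 with 0.5mM EDTA, 0.1 mg/ml BSA, 1mM TCEP and 0.01% Tween-20.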
IDH1 R132H inh = qHTS for Inhibitors of mutant isocitrate dehydrogenase 1 (IDH1): qHTS | AID 602179, 2012 | IDH1-R132H enzyme, NADPH consumption, diaphorase/resazurin fluorescence | Potency, µM (highest dose often 76.6 µM), for the others: at the top dose activity change, negative = inhibition, most hits filed as inhibitors | 390,000 compounds, 0.093% hits | Isocitrate dehydrogenase [NADP] cytoplasmic (Homo sapiens), O75874; further: potency means the concentration at half of the fitted maximal effect; on the % scale 0 is the no-effect control and ±100 the full control effect; nearly all actives have a fitted effect of over 65% in size
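IDH1-R132H (0.5 ug/mL dispensed) in pH 7.5 Tris buffer was preincubated 30 min with compound, then given a substrate mix of 0.016 mM NADPH and 2 mM alpha-KG for 80 min at room temperature; remaining NADPH was read by diaphorase/resazurin fluorescence.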
TrxR1 inh = qHTS Assay for Inhibitors of Mammalian Selenoprotein Thioredoxin Reductase 1 (TrxR1): qHTS | Thioredoxin reductase 1, cytoplasmic (Rattus norvegicus), O89049 | recombinant rTrxR1, NADPH fluorescence consumption, selenite substrate | Potency, µM (titrated, usually from 114 µM), without a hit: at the top dose activity change, negative = inhibition, hits mostly inhibitors | 390,000 compounds, 1% hits | AID 588453, 2011; further: potency means the concentration at half of the fitted maximal effect; on the % scale 0 is the no-effect control and ±100 the full control effect; nearly all actives have a fitted effect of over 65% in size
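Rat TrxR1 (90 nM in the dispensed reagent) was pre-reduced with 400 uM NADPH for 5 min at room temperature, then incubated with compound for 15 min. After 400 uM selenite was added, NADPH fluorescence (Ex 340/Em 450 nm) was followed for 8 min.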
Numbers without * were called inactive; ? = inconclusive; · = not tested or not shown; & = joins results of further samples; [ ] = dose if it differs, or a comment. Unless noted, the call rests on the fitted dose curve; in most records, active means well fitted inhibition curve with a large enough effect; inconclusive means small, poorly fitted or top-dose-only effect; inactive means no such curve, though single readings can be large or run the other way. This is a subset. The share of hits here may be higher or lower than overall.

SMILES	D2 agonist	TrxR1 substrate	D2 antag	Pin1 inhibitor	TRHR enhancer	TRHR agonist	USP1 inh	IDH1 R132H inh	TrxR1 inh
CCN(CC)C(=O)c1cccc(NC(=O)c2ccc3c(=O)n4c(nc3c2)CCC4)c1	-0.2	-6%[57.1 µM]	-15	12%	5	0.1	-12%	6%	3%[57.1 µM]
CCOc1ccccc1NC(=O)c1ccc2nc[nH]c2c1	-3.1	4%	1	?	-3	-0.2	?	-1%	15%
COC(=O)c1ccc(N2CCN(C)CC2)c(NC(=O)COc2ccc(OC)cc2)c1	0.1	2%	23	11%	-2	-2.4	0%	-2%	8%
COc1ccc(Cl)c(S(=O)(=O)N2CCCC2)c1	-0.7	-7%	1	-12%	-2	-1.2	-14%	2%	-2%
CNC(=O)CN1C(=O)CSc2nc(C)cc(C)c21	1.2	-9%	-10	-17%	-3	0.7	-6%	-4%	-1%
COC(=O)c1ccc(CN2CCN(CC(C)C)C(CCO)C2)cc1 (centres undefined)	-1.5	-2%	0	8%	-1	-1.0	-11%	-9%	5%
CCCCn1c(N)c(N(C(=O)CSc2nncn2-c2ccccc2C)C2CCCC2)c(=O)[nH]c1=O	·	4%	·	-4%	·	·	-19%	2%	8%
O=C(Nc1ccccc1SCC1CSc2nc3ccccc3c(=O)n21)c1ccccc1 (centres undefined)	-1.3	-7%[57.1 µM]	-11	-10%	-1	-0.3	-23%	8%	14%[57.1 µM]
CCOc1ccc(S(=O)(=O)N(CC(=O)Nc2ccc3c(c2)OCO3)c2ccccc2)cc1	-1.2	5%	·	1%	-1	-0.1	-16%	9%	11%
Cc1ccnc(NS(=O)(=O)c2ccc(NC(=O)c3snnc3C)cc2)n1	-0.6	6%	4	28%	1	0.2	-24%	-12%	38%[activator]
COc1ccc(-c2c(-c3ccc(O)cc3O)n[nH]c2C(F)(F)F)cc1	0.9	0%	-9	-2%	-3	-0.1	?	2%	21%
COc1ccc(NC(=O)c2cn(CCC#N)nc2-c2cccs2)cc1	-0.9	1%	-4	-2%	-5	0.3	-22%	3%	14%
COc1cc(OC)cc(OCC(O)Cn2cnc(-c3ccccc3)c2)c1 (centres undefined)	0.4	7%	2	0%	3	0.0	?	5%	?
CCOc1ccc(-c2nc(CSc3nnc(N)s3)cs2)cc1OC	-1.5	12%[57.1 µM]	-4	1%	5	-0.3	-1%	-1%	-1%[57.1 µM]
O=C(CSc1nnc(COc2ccc(Cl)cc2)o1)N1CCCC1	-0.5	-16%[57.1 µM]	18	-1%	-7	-1.6	-10%	10%	11%[57.1 µM]
COc1cc(C(=S)N2CCCC2)cc(OC)c1OS(=O)(=O)c1ccc(NC(C)=O)cc1	-0.9	-12%	-1	3%	-3	-0.3	-9%	6%	-23%
CC(=O)N1CCCc2cc(S(=O)(=O)N(C)CC(=O)Nc3ccc(C(C)C)cc3)ccc21	0.6	3%[57.1 µM]	·	-7%	-1	-0.4	-17%	9%	24%[57.1 µM]
COc1cc(/C=C/C(=O)OCC(=O)Nc2c(C)n(C)n(-c3ccccc3)c2=O)ccc1O	0.5	4%	12	-8%	4	0.8	-27%	16%	6%
COc1cccc(-c2c(C(=O)N/N=C/c3ccc(C)o3)nnn2-c2nonc2N)c1	-0.1	-3%	14	-5%	-1	-1.0	-19%	3%	0%
Cc1cc(C)c2cc(C#N)c(NCCNC(=S)NCCCN3CCOCC3)nc2c1	-0.2	28%	-1	-2%	-2	-0.6	-15%	5%	0%
CCN1CCN(CCCNC(=O)C(=O)c2c(C)[nH]c3ccccc23)CC1	-0.5	6%[57.1 µM]	6	-6%	-3	0.3	-7%	-4%	17%[57.1 µM]
CC1=CC=CN2CC(O)CN=C12 (centres undefined)	1.1	138%[activator]	0	-4%	-14	2.0	-4%	0%	-33%
CN(C)S(=O)(=O)n1cc(/C=C(\NC(=O)c2ccccc2)C(=O)NCCN2CCOCC2)c2ccccc21	0.8	-13%	17	-1%	-2	0.2	-9%	-4%	-9%
Cc1cccc(C(=O)NC2CC(C)(C)NC(C)(C)C2)c1	-0.2	-2%	8	-2%	-2	-1.3	-4%	-3%	1%
COc1ccccc1CNC(=O)c1cc(=O)c2ccccc2o1	-0.1	-1%	14	2%	-4	0.3	-18%	8%	13%
COC(=O)c1ccc(NC(=O)Cn2c(=O)oc3ccccc32)cc1	-0.8	0%	·	4%	0	-1.1	?	-7%	9%
O=C(O)C1Cc2[nH]cnc2C(c2ccc(F)cc2)N1 (centres undefined)	13	11%	15	0%	4	0.2	-23%	3%	27%
CN1CCN(CCCNC(=O)c2ccc(NC(=O)C3=CSCCO3)cc2)CC1	2.1	-1%	-2	14%	-2	0.2	-22%	-6%	4%
CS(=O)(=O)c1ccc(CNC(=O)C2(C(F)(F)F)C/C(=C\Cc3ccccc3)CCCO2)cc1 (centres undefined)	·	-3%&1%	·	?	·	·	-11%	0%[38.3 µM]	19%&-3%
CCN1C(=O)C(CC(=O)Nc2ccccc2Cl)N(NC(=O)c2cccc(F)c2)C1=S (centres undefined)	·	-7%	·	-9%	-19	0.5	-18%	10%	0%
O=C(COC(=O)c1c[nH]c2ccccc12)Nc1cccc(F)c1	0.4	2%	9	-2%	1	-0.2	-12%	1%	25%
Cc1nnc(N2CCN(c3ccc(Cl)cc3)CC2)c2c1nnn2Cc1ccc(F)cc1	-0.3	3%	·	?	5	0.4	-16%	8%	8%
COc1cc(/C=N/n2c(-c3cc(C)[nH]n3)n[nH]c2=S)ccc1O	0.6	-1%	-6	-1%	4	0.4	-24%	-5%	-14%
CN1C(=S)SC(/[N+]([O-])=C/c2ccc(Cl)cc2)C1(C)C (centres undefined)	-1.8	-2%	10	4%	-4	-0.7	-6%	0%	7%
CCOc1cc(S(=O)(=O)n2ccnc2)ccc1Cl	-0.2	-4%	-15	-9%	-2	0.6	-22%	-10%	6%
COc1ccc(S(=O)(=O)N2CCN(CCc3ccccc3)CC2)cc1	0.2	-2%	8	0%	-3	-1.1	-16%	4%	7%
OCCC1CN(Cc2ccc3nonc3c2)CCN1Cc1ccsc1 (centres undefined)	-0.2	4%[57.1 µM]	13	1%	-6	0.2	-15%	1%	7%[57.1 µM]
CC(=O)c1cccc(NS(=O)(=O)c2ccc3[nH]c4c(c3c2)CCCCCC4)c1	1.3	4%[57.1 µM]	·	2%	-2	0.3	-9%	-16%	22%[57.1 µM]
O=C(O)CCSc1nnc(-c2ccccc2)n1-c1ccccc1	0.0	-3%	-3	-7%	1	0.4	-9%	-1%	7%
C/C(=N\NC(=O)C(O)c1ccccc1)c1ccc(C)s1 (centres undefined)	·	-22%[57.1 µM]	·	5%	·	·	-18%	3%	11%[57.1 µM]
Cc1cc2oc(=O)cc(CN3CCCCC3C)c2cc1Cl (centres undefined)	-0.9	4%	4	0%	6	0.0	-16%	-9%	11%
COc1cccc(C(=O)Nc2cc3c4c(c2)CC(=O)N4CCC3)c1	-0.1	-14%	2	-5%	-2	-0.7	-22%	5%	-12%
CCc1ccccc1NC(=O)C(=O)NCCCN1CCOCC1	1.4	-9%	·	-1%	11	0.3	-22%	-4%	-13%
CCN(CC)C(=O)[C@H]1C[C@H](CC(=O)NCc2ccco2)C(=O)N2CCc3c([nH]c4ccc(Cl)cc34)[C@]12C	·	-6%	·	-1%	·	·	?	-14%	-4%
COc1ccccc1-c1nc(S(=O)(=O)c2ccc(Cl)cc2)c(N2CCCCCC2)o1	-1.3	9%	·	0%	0	-0.8	-4%	·	24%
COc1ccc(C(=O)C(=NNc2ccccc2)c2ccc(OC)cc2)cc1	·	7%[57.1 µM]	·	4%	·	·	?	-1%	18%[57.1 µM]
Cn1c(=O)n(CC(N)=O)c(=O)c2c1nc(Br)n2Cc1ccccc1	-0.5	-5%	-5	-4%	0	0.2	-10%	-5%	11%
CC(C)c1ccc(OCC(=O)N2CCCCCC2)c(Br)c1	-0.7	5%	9	1%	-4	0.1	-21%	-6%	27%
C=CCn1c(O)c(N=NC(=S)Nc2cccc(C)c2)c2ccccc21	-1.2	-12%	12	5%	1	-1.4	-10%	1%	-19%
Cc1ccc(S(=O)(=O)N2CCCCC2)cc1C(=O)NCc1ccc(S(N)(=O)=O)cc1	·	-2%	·	-10%	·	·	4%	1%	12%
CCOC(=O)C1CCN(C(=O)COc2ccc(C(=O)c3ccccc3)cc2)CC1	·	3%	·	-6%	·	·	-4%	4%	16%
CCOc1ccc(NC(=O)CC2C(=O)N(c3ccccc3)C(=O)N2CCc2sccc2C)cc1 (centres undefined)	-0.4	-10%	·	26%	-2	0.0	-32%	0%	-5%
